Compound activity from PubChem.
HPDE-C7 cytotoxicity: cytotoxicity in HPDE-C7 cells, cell-based, fluorescence, HTS (AID 430). HPDE-C7 pancreatic duct cells viability, fluorescence; higher % means a stronger effect. cytotoxicity, % at 10 µM, or EC50 in µM where a hit was titrated. hit rate 1.8% among 63,000;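 further: cells exposed to compound for 48 hours before viability readout; 0% = vehicle and 100% = reference cytotoxic drug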
HT1080 viability: cytotoxicity in HT1080 fibrosarcoma cells, cell-based, fluorescence readout (AID 620); HT1080 viability, fluorescence; higher % means a stronger effect; cytotoxicity, % at 10 µM, or EC50 in µM where a hit was titrated; hit rate 0.42% among 87,000;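 further: cells exposed to compound overnight then 4 h with Alamar Blue; 0% = vehicle DMSO and 100% = killing control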
Spn DPM-DC inh: S. pneumoniae DPM-DC inhibition; calls only at 10 µM; AID 556; purified DPM-DC, PK/LDH coupled NADH fluorescence; hit rate 0.49% among 65,000;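 active means the 320 compounds with the highest percent inhibition in the single-dose primary screen, excluding strongly autofluorescent ones, cut at about 32% in these data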;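 further: kinetic rate of NADH fluorescence loss reporting ADP formed by the decarboxylase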
LYP inhibition: LYP phosphatase inhibitors, primary screen, biochemical, DiFMUP fluorescence, recombinant catalytic domain, 10 µM (AID 606). recombinant LYP catalytic domain, DiFMUP fluorescence; higher % means a stronger effect. inhibition, % at 10 µM; hits with a dose series show IC50 in µM. 52,000 tested, under 10 active;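 active means IC50 under 40 µM in the dose-response test; inactive means IC50 of 40 µM or more, or never dose-tested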
Bfl-1 displacement: displacement of Bid BH3 peptide from Bfl-1 – biochemical, fluorescence polarization, FITC-Bid, mouse, primary screen (AID 432); displacement, % at 20 µM; hits with a dose series show IC50 in µM; FITC-Bid BH3 peptide fluorescence polarization displacement; higher % means a stronger effect; hit rate 0.02% among 64,000; in the data active means a potency from the dose series; inactive means the rest, 99 in 100 with displacement below about 15%; further: strong numbers were not always called active
PMK inhibit: blocks S. pneumoniae phosphomevalonate kinase; purified PMK, PK/LDH-coupled NADH absorbance 340 nm; inhibition, % at 10 µM; hit rate 0.49% among 65,000;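 active means top-ranked compounds by inhibition in the single 10 µM screen, taking a fixed number of the strongest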;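 further: 0% = full reaction with DMSO carrier and 100% = background rate without enzyme reaction; no value below 0 was filed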
HPDE-C7K KRASV12: viability loss of HPDE-C7K cells – cell-based, fluorescence, HTS, primary screen (AID 431); HPDE-C7K KRASV12 cells, Alamar Blue viability, 48 h; higher % means a stronger effect; one-dose cytotoxicity, % at 10 µM; EC50 in µM for titrated hits; hit rate 1.7% among 63,000;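 active means compounds whose percent cytotoxicity in the single-dose primary screen, scaled between solvent and toxic-drug controls, exceeds 50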;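 further: 0% = DMSO solvent wells and 100% = doxorubicin-treated wells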
MK inhibit: S. pneumoniae mevalonate kinase inhibition | purified MK, PK/LDH-coupled NADH absorbance 340 nm | inhibition, % at 10 µM | hit rate 0.48% among 65,000 | AID 555;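 active means ranked among the strongest by inhibition in the single 10 µM screen, a fixed top-ranked set picked for dose follow-up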; further: no value below 0 was filed
TNAP inhibition: inhibition of tissue-nonspecific alkaline phosphatase – biochemical, luminescent (AID 518) | hit rate 0.09% among 64,000 | purified TNAP enzyme, luminescent substrate readout; higher % means a stronger effect | one-dose inhibition, % at 20 µM; IC50 in µM for titrated hits; in the data active means a potency from the dose series; inactive means the rest, 99 in 100 with inhibition below about 22%;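 further: plate controls were vehicle for no effect and reference inhibitor for full effect; many of its hits are not listed in these tables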
PMK inhibit pilot replicates: further read-out of PMK inhibit, marked with its call; inhibition, %; measured here: pilot screen replicates
MK inhibit pilot replicates: second read-out of MK inhibit, no call of its own (marks repeat the call); inhibition, %; measured here: pilot screen replicates
Spn DPM-DC inh pilot screen %: second read-out of Spn DPM-DC inh, no call of its own (marks repeat the call); inhibition, %; measured here: pilot screen trials
* hit, by the source's call; i = inactive; / = not tested or not shown. Unless noted, no stated cut-off is given here; in the data, active means cytotoxicity above about 50%; inactive means the rest. Random draw from the library; overall some 3.6% were active at least once.

SMILES | HPDE-C7 cytotoxicity | HT1080 viability | Spn DPM-DC inh | LYP inhibition | Bfl-1 displacement | PMK inhibit | HPDE-C7K KRASV12 | MK inhibit | TNAP inhibition | others
CCN1CCCC1CNC(=O)C1c2cc(OC)c(OC)cc2C(=O)N(C)C1c1cccnc1 (stereo unspecified) | 4% | -2% | i | 8% | -5% | 0 | 8% | 5 | 3%
O=S(=O)(NCCSc1nnc(-c2ccco2)n1-c1ccccc1)c1ccccc1 | -4% | -1% | i | 12% | -1% | 11 | -7% | 3 | 7%
CN(C)CCCN1C(=O)c2oc3ccc(F)cc3c(=O)c2C1c1cccnc1 (stereo unspecified) | -4% | 2% | i | 5% | -4% | 15 | 3% | 12 | 5%
CC1=CC(C)(C)Nc2ccccc21 | -5% | 19% | i | 8% | 8% | 10 | -9% | 6 | 10%
Cc1occc1C(=O)N1CCN(C(=O)C2CCCO2)CC1 (stereo unspecified) | 4% | -1% | i | 14% | -2% | 0 | 3% | 6 | -1%
COc1ccc2c(c1)N(C)C(=O)CC(c1ccccc1)=N2 | -4% | -1% | i | 11% | 2% | 3 | 6% | 5 | 12%
CC12CN3CC(C)(CN(C1)C3c1ccc3c(c1)OCO3)C2=O (stereo unspecified) | -8% | 3% | i | 12% | 1% | 4 | 0% | 4 | 6%
Nc1nc(SCc2nc3scc(-c4cccs4)c3c(=O)[nH]2)n[nH]1 | 15% | 5% | i | 1% | -8% | 4 | 4% | 0 | -1% | PMK inhibit pilot replicates=0.0;MK inhibit pilot replicates=0.0;Spn DPM-DC inh pilot screen %=0.5
Cc1ccc(NS(=O)(=O)c2cccc(C(=O)n3ncc(C#N)c3N)c2)c(C)c1 | 12% | 5% | i | 13% | -6% | 15 | 9% | 0 | 7%
COC(=O)C1=C(N)OC2=C(C(=O)CC(C)(C)C2)C1c1cccnc1 (stereo unspecified) | -30% | 0% | i | 5% | 0% | 0 | -7% | 20 | 9%
Clc1ccc(-n2nnnc2-c2ccccc2)cc1Cl | -6% | 3% | i | 4% | -4% | 4 | 0% | 3 | 10%
c1coc(CN(Cc2cccs2)Cc2nnnn2C2CCCCC2)c1 | -34% | -3% | i | 0% | 12% | 15 | -32% | 11 | 2% | PMK inhibit pilot replicates=4.0;MK inhibit pilot replicates=1.0;Spn DPM-DC inh pilot screen %=2.0
O=C(Nc1ccc2c(c1)OCO2)c1cccc(Cl)c1 | -13% | 8% | i | / | 0% | 0 | 8% | 0 | 15% | PMK inhibit pilot replicates=0.0;MK inhibit pilot replicates=0.0;Spn DPM-DC inh pilot screen %=6.0
CC(=O)c1c(COC(=O)c2ccncc2)nc2ccccc2[n+]1[O-] | 7% | 3% | i | -5% | 3% | 6 | 12% | 1 | 12%
O=C(Nc1cccnc1)c1ccc(Cl)c(S(=O)(=O)N2CCCCCC2)c1 | 12% | 2% | i | / | -4% | 10 | -5% | 6 | 4%
CC1(C)Cc2c(c(N3CCOCC3)nc3snc(N)c23)CO1 | 7.5µM* | 13% | i | 7% | 0% | 0 | 7.2µM* | 0 | 1%
O=c1[nH]c(NCCCO)nc2c1C1(CCCC1)Cc1ccccc1-2 | 24% | 1% | / | 0% | -2% | 13 | 26% | 8 | 1%
O=C(C1CCCCC1)N1CCN(S(=O)(=O)c2ccc(Cl)cc2)CC1 | -7% | -5% | i | / | -1% | 11 | -3% | 6 | 3%
CS(=O)(=O)N1CCN(C(=O)CCC2CCCC2)CC1 | 10% | -1% | i | / | 2% | 33* | 15% | 10 | 6%
Cc1cc2oc(C(=O)NCc3ccc4c(c3)OCO4)c(C)c2cc1C | / | -7% | i | / | / | 3 | / | 3 | /
Cn1c(=O)c2c(nc(NCCCO)n2Cc2cccc(Br)c2)n(C)c1=O | 6% | 8% | i | 8% | -3% | 0 | -4% | 4 | 20% | PMK inhibit pilot replicates=2.0;MK inhibit pilot replicates=1.5;Spn DPM-DC inh pilot screen %=4.0
CC1(C)Cc2c(sc3nc(SCC(=O)O)[nH]c(=O)c23)CO1 | -1% | 3% | i | -9% | 2% | 0 | -11% | 13 | 6%
O=C(Nc1cccc(F)c1)c1ccc(S(=O)(=O)NCC2CCCO2)cc1 (stereo unspecified) | 0% | 24% | i | 2% | -6% | 12 | -4% | 8 | 12%
COc1ccc(CC(=O)NCc2nnc(SCC(=O)Nc3nccs3)n2-c2ccccc2)cc1 | 7% | 7% | i | / | 5% | 3 | -5% | 0 | 6% | PMK inhibit pilot replicates=2.0;MK inhibit pilot replicates=3.5;Spn DPM-DC inh pilot screen %=0.0
COc1ccc(Br)cc1/C=N/n1c(C)nnc1C | -29% | -4% | i | 10% | -7% | 17 | 1% | 1 | 20%
O=C(CS(=O)(=O)Cc1ccccc1)Nc1nnc(C2CCCCC2)s1 | 3% | 4% | i | -2% | -6% | 1 | 6% | 0 | 13%
CN1CCc2nc(NC(=O)c3cccc(S(=O)(=O)N4CCc5ccccc54)c3)sc2C1 | 22% | 3% | i | 11% | -10% | 6 | 43% | 1 | 2%
Cc1cc(=O)[nH]c2c1c(C)nn2C1CCCC1 | -5% | 3% | i | 9% | 0% | 5 | -7% | 14 | 14%
COc1cc(C(=O)NCC(c2cccnc2)N2CCN(C)CC2)cc(OC)c1OC (stereo unspecified) | -12% | 6% | i | -10% | -5% | 16 | -4% | 6 | 4%
C=CCn1c(SCC(O)Cn2c3ccccc3c3ccccc32)nnc1-c1ccco1 (stereo unspecified) | 21% | 4% | i | -6% | -5% | 5 | 41% | 0 | 17%
c1coc(CNc2nc3ccccc3n2CCN2CCOCC2)c1 | -1% | 2% | i | 8% | -12% | 1 | -11% | 8 | 0%
Nc1n[nH]c(S(=O)(=O)CCCc2ccccc2)n1 | -20% | -11% | i | 13% | 2% | 9 | -12% | 0 | 6%
CCC(=O)n1nc(NCc2ccc(OC)c(OC)c2)nc1NCc1ccc(OC)c(OC)c1 | -1% | 5% | i | 7% | 0% | 6 | 0% | 5 | 8%
CC(C)c1nnc(NC(=O)c2c(O)c3cccc4c3n(c2=O)CCC4)s1 | 46% | 4% | i | -1% | -6% | 11 | 49% | 4 | 13%
Cn1c(NC(=O)CCC2CCCCC2)cc(=O)n(C)c1=O | 0% | 10% | i | 2% | -4% | 6 | 18% | 4 | 5%
Cc1ccc(S(=O)(=O)N2C(=S)SCC2(C)C)cc1 | / | 14% | i | 4% | 4% | 17 | / | 4 | 14%
CCc1cccc(C)c1NC(=O)C1CCCO1 (stereo unspecified) | -18% | 7% | i | 4% | -3% | 6 | -25% | 10 | -2%
COc1ccc(NC(=O)CS(=O)CC(=O)NC2CCCc3ccccc32)cc1 (stereo unspecified) | 5% | 2% | i | / | 1% | 6 | 11% | 1 | 7%
COc1cc(S(=O)(=O)N2CCN(c3ccc(F)cc3)CC2)ccc1Cl | 15% | / | i | 9% | 0% | 0 | 19% | 3 | 10%
CCN(C(=O)c1cc(Cl)ccc1OC)C1CCCCC1 | -11% | -29% | i | 2% | 2% | 3 | -8% | 0 | 9% | PMK inhibit pilot replicates=4.0;MK inhibit pilot replicates=0.0;Spn DPM-DC inh pilot screen %=3.0
CC(C)(C)OCC(NC(=O)C(CC(N)=O)NC(=O)OC(C)(C)C)C(=O)OC(C)(C)C (stereo unspecified) | 6% | -4% | i | 5% | -8% | 4 | -4% | 5 | 10%
COc1ccc(C2CC(C(F)(F)F)n3ncc(C(=O)NCc4cccnc4)c3N2)cc1OC (stereo unspecified) | -11% | 3% | i | 7% | -10% | 8 | -14% | i | 13% | PMK inhibit pilot replicates=7.0;MK inhibit pilot replicates=0.0;Spn DPM-DC inh pilot screen %=0.0
CS(=O)(=O)N1CCc2cc(-c3csc(NC(=O)Cc4cccs4)n3)ccc21 | -8% | -9% | i | / | -1% | 0 | 3% | 11 | -4%
O=C(CCC(=O)CCN1CCCCC1)CCN1CCCCC1 | 3% | -4% | i | 8% | -13% | 0 | 27% | 0 | 10%
CCOC(=O)C1=C(C)N(C)C(C)=C(C(=O)OCC)C1c1ccncc1 | -9% | 4% | i | 11% | -3% | 1 | -5% | 8 | 10%
COc1ccc(OC)c(C(=O)CSc2nnnn2C)c1 | 1% | -2% | i | 11% | -5% | 1 | -12% | 13 | 5%
CCS(=O)(=O)NCCc1cc2ccc(C)cc2[nH]c1=O | -5% | 4% | i | 10% | -18% | 15 | -6% | 6 | 9%
Cn1c(SCC(=O)N2CCN(Cc3ccccc3)CC2)nnc1-c1ccncc1 | -1% | 0% | i | 5% | -2% | 4 | -10% | 10 | 5%

Quoted from the listing, two compounds:
SMILES | HPDE-C7 cytotoxicity | HT1080 viability | Spn DPM-DC inh | LYP inhibition | Bfl-1 displacement | PMK inhibit | HPDE-C7K KRASV12 | MK inhibit | TNAP inhibition | others
CCS(=O)(=O)NCCc1cc2ccc(C)cc2[nH]c1=O | -5% | 4% | i | 10% | -18% | 15 | -6% | 6 | 9%
Cn1c(SCC(=O)N2CCN(Cc3ccccc3)CC2)nnc1-c1ccncc1 | -1% | 0% | i | 5% | -2% | 4 | -10% | 10 | 5%

(continued)
SMILES | HPDE-C7 cytotoxicity | HT1080 viability | Spn DPM-DC inh | LYP inhibition | Bfl-1 displacement | PMK inhibit | HPDE-C7K KRASV12 | MK inhibit | TNAP inhibition | others
CC(=O)c1ccc(NC(=O)c2cc(CC(C)C)on2)cc1 | 2% | 0% | i | 7% | 0% | 10 | 5% | 9 | 12% | PMK inhibit pilot replicates=0.0;MK inhibit pilot replicates=2.5;Spn DPM-DC inh pilot screen %=0.0
C=CCNC(=O)CN1C2CCCC1CC(NC(=O)c1ccccc1C)C2 (stereo unspecified) | 2% | 7% | i | 1% | -7% | 11 | 2% | 2 | -8%
COc1ccc(S(=O)(=O)N2CCOCC2)cc1C(C)C | 1% | / | i | / | -6% | 8 | -3% | 6 | 13%
CCn1cnc2sc(C(=O)Nc3ccc4c(c3)OCO4)c(C)c2c1=O | 18% | 0% | i | -5% | 4% | 14 | 3% | 5 | 20% | PMK inhibit pilot replicates=2.0;MK inhibit pilot replicates=1.0;Spn DPM-DC inh pilot screen %=4.5
COc1ccc(Nc2nc(N)nc(C(F)(F)F)n2)c(OC)c1 | 1% | 0% | i | 11% | -5% | 9 | 0% | 11 | 9%
Cc1ccccc1N1CCN(S(=O)(=O)c2ccc3oc(=O)ccc3c2)CC1 | -16% | -2% | i | 14% | -9% | 5 | -19% | 9 | 10%
CCCc1nc2ccccc2c(=O)n1/N=C/c1ccc(O)cc1O | -3% | 2% | i | 6% | 1% | 6 | -13% | 8 | 4%
COc1ccc(C(=O)OCCN=C2NS(=O)(=O)c3ccccc32)cc1OC | 11% | -1% | i | / | -2% | 8 | 16% | 0 | 8%
COC(=O)c1[nH]c2cc(OC)ccc2c1NC(=O)CN1CCC(C(N)=O)(N2CCCCC2)CC1 | -1% | -2% | i | 1% | -5% | 11 | 2% | 6 | 12%
Cc1nc2ccc(NC(=O)Cc3cccs3)cc2s1 | -7% | 2% | i | 4% | -5% | 19 | -14% | 2 | 14%
Cc1nn(-c2ccc(C(=O)Nc3nnc(C4CC4)s3)cc2)c(C)c1Cl | -2% | -5% | i | 6% | -6% | 16 | -3% | 13 | 6%
